Screening data from PubChem.
APP 5UTR inh: inhibitors of APP translation via 5'UTR reporter, primary screen, APP 5'UTR luciferase, SH-SY5Y cells; SH-SY5Y APP 5'UTR-luciferase reporter, luminescence; inhibition, % at 2 µM; 0.82% of 190,000 active;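 active means inhibition above a set limit, derived from the sample mean plus 3 SD, cut at about 45% in these data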; further: values of inactives mirror those of a sister screen read the other way
STAT3 inh: IL-6 driven STAT3 reporter inhibitors, primary screen, U3A cells, luciferase, luminescence, MLSCN library; 0.89% of 190,000 active; IL-6 STAT3-luciferase reporter; host cell line lacks STAT1; inhibition, % at 5.5 µM;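 active means inhibition above the mean inhibition across all screened compounds plus 3 SD, cut at about 44% in these data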;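 further: 0% = DMSO only wells and 100% = 100 µM nifuroxazide control wells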
NF-kB expr up: activators of NF-kB expression in neurons, primary screen, cell-based, HTS. human neuronal cells, NF-kB reporter expression; hits give high values. 1.6% of 190,000 active. fold change at 12.5 µM; in the data active means fold change above about 3.3
STAT1 act: STAT1 signaling activators, primary screen, cell-based, HTS, luciferase reporter; NIH 3T3 STAT1-luciferase reporter, IFN-gamma, luminescence; 100% = IFN-gamma alone, no compound; activation (% of control), % at 5.5 µM; 2.6% of 200,000 active;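 active means activation above the screen-wide mean activation plus 3 SD, cut at about 130% in these data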;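 further: raw ratio to IFN-gamma control signal so 100% means no change and 0% no light; values of inactives mirror those of a sister screen read the other way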
APP 5'UTR act: activators of APP 5'UTR luciferase reporter, primary screen, SH-SY5Y cells | SH-SY5Y APP 5'UTR luciferase reporter, luminescence; zero percent = DMSO vehicle wells | activation, % at 2 µM | 1% of 190,000 active | AID 1276, 2008;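 active means activation above a set limit, based on mean plus 3 SD of controls, cut at about 140% in these data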; further: values of inactives mirror those of a sister screen read the other way
FLuc inh counter: firefly luciferase enzyme inhibitors, primary screen, artefact control for luciferase-based inhibitor screens, biochemical, luminescence, ATPLite | Luciferin 4-monooxygenase (Photinus pyralis), P08659 | 10 min | inhibition, % at 10 µM | 1.5% of 200,000 active | AID 1006, 2008;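 active means inhibition above about 50% when tested at 10 µM, limit read from the data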
Target sequence (P08659 whole entry, looked up): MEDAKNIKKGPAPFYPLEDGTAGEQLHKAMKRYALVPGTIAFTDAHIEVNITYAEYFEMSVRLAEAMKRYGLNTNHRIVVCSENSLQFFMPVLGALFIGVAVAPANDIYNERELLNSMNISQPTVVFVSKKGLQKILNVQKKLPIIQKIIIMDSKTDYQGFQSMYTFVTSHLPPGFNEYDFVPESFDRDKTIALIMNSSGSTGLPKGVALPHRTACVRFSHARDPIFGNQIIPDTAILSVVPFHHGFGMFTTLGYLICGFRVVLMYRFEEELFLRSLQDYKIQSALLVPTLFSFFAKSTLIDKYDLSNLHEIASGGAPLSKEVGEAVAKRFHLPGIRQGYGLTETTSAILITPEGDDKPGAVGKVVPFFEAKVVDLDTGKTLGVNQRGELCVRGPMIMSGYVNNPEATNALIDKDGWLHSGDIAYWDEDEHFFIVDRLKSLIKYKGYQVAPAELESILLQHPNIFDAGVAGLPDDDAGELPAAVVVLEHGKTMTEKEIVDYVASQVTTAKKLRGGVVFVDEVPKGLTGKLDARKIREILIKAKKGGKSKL
FLuc stim CS: FLuc activators, initial screening, artefact control for FLuc-dependent activation tests, biochemical, ATPlite luminescence. activation factor at 10 µM. 200,000 tested, under 10 active. Luciferin 4-monooxygenase (Photinus pyralis), P08659. ATPlite luciferase biochemical, 10 min; 0 = ATP-free wells, 1 = DMSO control. AID 1027, 2008;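 active means luciferase activation factor, scaled between plate controls, of at least 2 with compound at 10 µM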
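Assay system: Luciferase/luciferin detection reagent, cell-free biochemical luciferase assay / Also added: ATP substrate / Schedule: 10 min at ambient temperature / Measured by: luminescence measurement of luciferase light output / Benchmarks: low control with PBS replacing ATP, high control enzyme plus ATP without compound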
STAT3 activator: IL-6 driven STAT3 reporter potentiators, primary screen, U3A cells, luciferase, luminescence, MLSCN library; IL-6 STAT3-luciferase reporter; 100% = signal with IL-6 EC80 alone; activation (% of control), % at 5.6 µM; 0.91% of 190,000 active;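 active means activation above the screen-wide mean of compound activation plus 3 SD, cut at about 130% in these data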;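 further: 0% = background luminescence of wells with medium and substrate only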
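Assay system – human STAT1-deficient U3A cells with stable STAT3-luciferase reporter · Also added – IL-6 (33 ng/mL) · Schedule – compound 1 h, then IL-6 6 h at 37 °C · Technique – reporter luminescence signal · Evaluation – % activation versus median of IL-6-stimulated wells · Benchmarks – IL-6-only wells as 100% reference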
ROMK mod: ROMK potassium channel modulators, primary screen, cell-based, thallium flux, MLSMR library; ATP-sensitive inward rectifier potassium channel 1 (Homo sapiens), P48048; Tet-inducible ROMK, thallium flux fluorescence; actives lie on both sides; B-score at 10 µM; AID 1918, 2009; 2% of 130,000 active;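 active means signal ratio slope over the read window, or its plate-corrected B-score, at least 3 SD from the plate mean, either direction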;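 further: B-score of the F/F0 ratio slope over 7 to 12 s after thallium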
Target sequence (P48048 whole entry, looked up): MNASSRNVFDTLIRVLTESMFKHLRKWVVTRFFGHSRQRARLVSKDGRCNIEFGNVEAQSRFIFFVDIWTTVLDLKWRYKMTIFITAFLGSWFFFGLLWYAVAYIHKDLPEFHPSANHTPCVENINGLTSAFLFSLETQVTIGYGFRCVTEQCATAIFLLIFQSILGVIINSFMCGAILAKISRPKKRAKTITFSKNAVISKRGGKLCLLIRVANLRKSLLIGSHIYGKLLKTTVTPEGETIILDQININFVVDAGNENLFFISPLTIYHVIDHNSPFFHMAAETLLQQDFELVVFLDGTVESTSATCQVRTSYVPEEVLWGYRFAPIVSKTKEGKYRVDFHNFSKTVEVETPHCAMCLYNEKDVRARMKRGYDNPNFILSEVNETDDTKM
STAT1 inh: STAT1 signaling inhibitors, primary screen, cell-based, HTS, luciferase reporter; inhibition, % at 5.5 µM; AID 920, 2007; 0.35% of 200,000 active; NIH 3T3 STAT1-luciferase reporter, IFN-gamma, luminescence;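 active means inhibition above a set limit, the mean inhibition across all tested compounds plus 3 SD, cut at about 34% in these data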;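 further: 0% = IFN-gamma with DMSO and 100% = IFN-gamma with 300 µM nifuroxazide; values of inactives mirror those of a sister screen read the other way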
Numbers without * were called inactive; nt = no result given.

mol	APP 5UTR inh	STAT3 inh	NF-kB expr up	STAT1 act	APP 5'UTR act	FLuc inh counter	FLuc stim CS	STAT3 activator	ROMK mod	STAT1 inh
O=C(c1cc(C2CC2)on1)N1CCN(C(c2ccccc2)c2ccccc2)CC1	11	10	1	93	-11	-4	1	96	nt	8
COc1cc(C(=O)NCc2ccc(-c3nc4ccccc4o3)cc2)cc(OC)c1OC	5	12	1.1	105	-5	8	0.9	94	nt	-6
N/C(Cc1cccc2ccccc12)=N\OC(=O)Cc1cccs1	3	-6	1.6	104	-3	2	1	107	-2.4	-5
Cc1n[nH]c(=O)nc1NCc1ccco1	-29	6	1.1	106	29	-8	1.1	98	-0.021	-6
COc1cc2[nH]c(=O)n(Cc3ccc(C(=O)NCCCN4CCN(C)CC4)cc3)c(=O)c2cc1OC	7	7	1.1	105	-7	0	1	99	0.15	-5
CC1(CCc2ccc3c(c2)OCO3)NC(=O)c2ccccc2N1 (configuration not stated)	-8	6	0.9	105	8	-6	1.1	97	-0.47	-6
O=C(Nc1ccc(C#Cc2ccccc2)cc1)C1CC1	-110	-46	3.9*	196*	110	0	1	143*	nt	-107
O=C(c1ccccc1)c1coc2ccc(O)c(CN3CCOCC3)c12	-3	5	1.2	92	3	-7	1.1	99	nt	9
COc1ccccc1NC(=O)N1CCC(c2nc3ccccc3o2)CC1	-1	7	0.81	105	1	-8	1.1	102	0.091	-8
Cc1ccc(NC(=S)NNC(=S)Nc2ccc(C)cc2C)cc1	92*	-34	1.2	94	-92	-1	1	131	5.3*	7
Cc1cc(C)c2nc(-c3ccccn3)cc(C(=O)NCc3cc(C)n(C)n3)c2c1	-3	-20	0.77	97	3	-2	1	121	1.1	0
Cc1ccc(S(=O)(=O)Nc2nc3n(n2)C(c2ccc(Cl)cc2)CC(=O)N3)cc1 (configuration not stated)	-9	-1	1.5	105	9	-2	1	110	nt	-5
CC(=O)Nc1ccccc1OCC(=O)NCCc1ccc(Cl)cc1Cl	-1	4	0.95	90	1	-2	1	96	nt	11
Cc1cccc2cc(C#N)c(SCC(=O)N3CC(=O)Nc4ccccc43)nc12	96*	4	1.4	103	-96	-5	1.1	104	nt	-4
COc1cc(C#N)ccc1OCC(=O)Nc1ccc(C)c(S(=O)(=O)N2CCOCC2)c1	-10	-1	0.84	102	10	-6	1.1	101	1.5	-2
CC(=O)C1=C(O)C(=O)N(Cc2ccco2)C1c1ccc(F)cc1 (configuration not stated)	-7	-2	1.2	92	7	-3	1	104	nt	8
COc1ccc(NC(=O)C(OC(=O)c2ccc([N+](=O)[O-])o2)c2ccccc2)cc1Cl (configuration not stated)	16	1	1.2	98	-16	0	1	100	-1.2	2
O=C(NCCCn1ccnc1)C1CC(c2cccc(Br)c2)=NO1 (configuration not stated)	4	4	1.1	99	-4	-6	1.1	100	0.037	1
COCCNC(=S)N/N=C(\C)c1ccccc1F	-14	20	1.1	100	14	-1	1	91	0.62	-2
CCOC(=O)CN1C(=O)CCSc2ccc(Cl)cc21	-6	-1	0.94	95	6	-6	1.1	105	0.07	2
CC(C)(C)c1nc2ccc([N+](=O)[O-])cc2[nH]1	-5	8	0.89	93	5	0	1	98	-0.079	8
NNc1nc(Nc2ccccc2)nc(N2CCCCC2)n1	-24	-1	1.2	108	24	0	1	102	nt	-8
CC(C)O/N=C1\C(=O)N(c2ccccc2)c2ccccc21	4	12	1	100	-4	-4	1	91	-0.088	-1
O=c1[nH]c(=O)n(Cc2ccco2)c2c1C(C(F)(F)F)(C(F)(F)F)N=C(CCc1ccccc1)N2	-9	-4	0.45	108	9	-1	1	106	nt	-8
Cc1ccc(C)c(-n2c(-c3csc(C)c3)n[nH]c2=S)c1	1	6	0.89	99	-1	-1	1	95	0.34	1

Retrieved by compound from the entries so far (five):
mol	APP 5UTR inh	STAT3 inh	NF-kB expr up	STAT1 act	APP 5'UTR act	FLuc inh counter	FLuc stim CS	STAT3 activator	ROMK mod	STAT1 inh
CC1(CCc2ccc3c(c2)OCO3)NC(=O)c2ccccc2N1 (configuration not stated)	-8	6	0.9	105	8	-6	1.1	97	-0.47	-6
Cc1cccc2cc(C#N)c(SCC(=O)N3CC(=O)Nc4ccccc43)nc12	96*	4	1.4	103	-96	-5	1.1	104	nt	-4
O=C(Nc1ccc(C#Cc2ccccc2)cc1)C1CC1	-110	-46	3.9*	196*	110	0	1	143*	nt	-107
COCCNC(=S)N/N=C(\C)c1ccccc1F	-14	20	1.1	100	14	-1	1	91	0.62	-2
COc1cc(C(=O)NCc2ccc(-c3nc4ccccc4o3)cc2)cc(OC)c1OC	5	12	1.1	105	-5	8	0.9	94	nt	-6

The listing picks up with the 3 entries that preceded the break.
mol	APP 5UTR inh	STAT3 inh	NF-kB expr up	STAT1 act	APP 5'UTR act	FLuc inh counter	FLuc stim CS	STAT3 activator	ROMK mod	STAT1 inh
CC(C)O/N=C1\C(=O)N(c2ccccc2)c2ccccc21	4	12	1	100	-4	-4	1	91	-0.088	-1
O=c1[nH]c(=O)n(Cc2ccco2)c2c1C(C(F)(F)F)(C(F)(F)F)N=C(CCc1ccccc1)N2	-9	-4	0.45	108	9	-1	1	106	nt	-8
Cc1ccc(C)c(-n2c(-c3csc(C)c3)n[nH]c2=S)c1	1	6	0.89	99	-1	-1	1	95	0.34	1
COc1ccc(OCC(=O)N/N=C(\C)c2ccc(-n3ccnc3)cc2)cc1	nt	-1	0.95	99	nt	57*	0.4	101	0.13	1
Cc1ccc2[nH]cc(C(=O)CN3CCC4(CC3)OCCO4)c2c1	-1	2	1.3	97	1	6	0.9	104	nt	3
NNc1nccc(Nc2ccccc2C(=O)O)n1	-22	-3	1.1	110	22	-4	1	104	0.00057	-11
CCC(C)(C)c1ccc(OCCCC[n+]2cccc(C)c2)c(C(C)(C)CC)c1	3	67*	0.49	73	-3	-7	1.1	45	-4.1*	29
O=C(c1cc(F)ccc1F)C1CCCN(C(=O)c2ccco2)C1 (configuration not stated)	5	13	0.97	103	-5	-7	1.1	99	0.024	-4
OC1CCCN(Cc2cn(Cc3ccccc3)nc2-c2cc3ccccc3o2)C1 (configuration not stated)	8	6	0.88	99	-8	-1	1	100	-0.4	1
CN(C)C(=O)CSc1nnc(Cc2ccccc2)n1Cc1ccco1	4	4	1.3	106	-4	-3	1	100	nt	-2
Cc1ccccc1Cn1nc(C)c(NC(=O)c2cc3nc(-c4ccco4)cc(C(F)(F)F)n3n2)c1C	-25	33	0.4	98	25	-1	1	75	-0.52	2
Cc1ccccc1NC(=O)c1cccc(S(C)(=O)=O)c1	-14	7	1	100	14	-8	1.1	98	0.71	2
Cc1ccc(S(=O)(=O)n2nc(-c3ccco3)nc2SCc2ccccc2)cc1	-19	4	1.4	106	19	1	1	100	-1.3	-7
Cc1c(Cl)cnc(NC(=O)COC(=O)c2cccc(S(=O)(=O)N3c4ccccc4CC3C)c2)c1Cl (configuration not stated)	-3	-12	1.1	100	3	-1	1	108	-1.2	0
CC1CCCC(C)N1C(=C(Cl)Cl)C(=C1SCCS1)[N+](=O)[O-] (configuration not stated)	14	11	0.81	76	-14	-5	1	93	0.33	25
CC1CCCC(C)N1NC(=S)Nc1ccc(OC(F)F)cc1 (configuration not stated)	-14	3	1.1	100	15	-6	1.1	100	-1.1	0
CCOc1ccccc1-n1c(=S)sc2c(=O)n(-c3ccccc3)c(=S)[nH]c21	-13	31	1.5	97	13	-2	1	81	0.18	3
C/C(=N\Nc1cc(C)nc(-c2ccccc2)n1)c1cccc([N+](=O)[O-])c1	10	14	0.6	107	-10	0	1	91	-0.29	-9
Cc1ccc(S(=O)(=O)N(CCC(=O)Nc2ccc(OC(F)(F)F)cc2)c2ccccc2)cc1	2	-1	1.2	102	-2	-3	1	99	0.064	-2
COC(=O)C[N+](C)(C)CC#Cc1ccccc1	-13	0	1.2	102	13	-4	1	98	0.54	-2
CCN(CC)S(=O)(=O)c1ccc(-c2nnc(SCC(=O)Nc3nc(C)cs3)o2)cc1	-2	8	1.1	90	2	2	1	96	nt	12
CCN(c1ccc(NS(=O)(=O)c2cc(Cl)ccc2Cl)cc1)C(C)C	6	13	0.58	98	-6	-3	1	96	-0.039	2
CCOCC(O)CS(=O)(=O)c1ccccn1 (configuration not stated)	-3	6	1.1	102	3	-6	1.1	97	nt	-2
COCCn1c(SCC(=O)Nc2cc(C)on2)nnc1-c1c[nH]c2ccccc12	nt	13	0.96	104	nt	-3	1	97	nt	-4
CC(=O)NCCOc1nc(N2CCCCC2)nc(N2CCCCC2)n1	9	8	0.98	92	-9	-11	1.1	97	-0.52	7
CSc1ncccc1C(=O)OCC(=O)C(C)(C)C	-16	8	0.98	92	16	-4	1	100	-0.41	8
O=C1c2ccccc2CC1Sc1nnc(-c2ccccn2)o1 (configuration not stated)	-33	-52	1.4	106	33	19	0.8	149*	nt	-7
COc1ccccc1Oc1cc(-n2nc(C)cc2C)ncn1	-18	8	1.1	93	18	-2	1	93	-0.64	9

Only APP 5UTR inh and STAT1 inh, for some of the entries so far:
| Compound | APP 5UTR inh | STAT1 inh |
| --- | --- | --- |
| CSc1ncccc1C(=O)OCC(=O)C(C)(C)C | -16 | 8 |
| O=C1c2ccccc2CC1Sc1nnc(-c2ccccn2)o1 (configuration not stated) | -33 | -7 |

Further structures:
mol	APP 5UTR inh	STAT3 inh	NF-kB expr up	STAT1 act	APP 5'UTR act	FLuc inh counter	FLuc stim CS	STAT3 activator	ROMK mod	STAT1 inh
CCOC(=O)C(C)n1cnc2c(nnn2-c2cccc(Cl)c2)c1=O (configuration not stated)	-8	15	1	109	8	0	1	94	nt	-10
O=C(NNC(=S)Nc1ccccc1)c1cccc(Br)c1	-84	2	1.6	105	84	8	0.9	98	-1.5	-5
CC1CCCN(c2nc(NCc3ccco3)nc(N)c2[N+](=O)[O-])C1 (configuration not stated)	-26	1	1.6	102	26	-4	1	99	-1.4	-2
COc1ccc(O)c(C(=O)c2cnc3onc(C(C)C)c3c2)c1	-17	9	1.1	103	17	-8	1.1	96	0.29	-3
COC(=O)CCCNc1ncccc1[N+](=O)[O-]	6	3	1.6	101	-6	-2	1	99	nt	-2
Cc1nc(SCC(N)=O)c([N+](=O)[O-])[nH]1	-12	-1	1	103	12	-3	1	102	0.51	-4
Cc1ccc(CNC(=O)Cc2ccc(-c3ccccc3)cc2)cc1	-6	-1	0.93	103	6	1	1	105	nt	-3
